# Y pestis TopoI – Y. pestis Topo-I inhibition via cleavage products. Y. pestis Topo-I cleavage product accumulation, plate reader. activity, % at 10 µM. actives 0.064% (n = 360,000). AID 504884; in the data active = activity above about 50%, passing the limit was not always enough; inconclusive = no clear call, values can overlap the other calls; also: inactives centre near 2
# UGM FP inh – inhibitors of M. tuberculosis UDP-galactopyranose mutase | purified UGM, fluorescence polarization probe displacement | inhibition, % at 10 µM | actives 0.06% (n = 320,000) | AID 504406; in the data active = inhibition above about 10%, passing the limit was not always enough; inconclusive = no clear call, values can overlap the other calls
# Target sequence (P9WIQ1 whole entry, looked up): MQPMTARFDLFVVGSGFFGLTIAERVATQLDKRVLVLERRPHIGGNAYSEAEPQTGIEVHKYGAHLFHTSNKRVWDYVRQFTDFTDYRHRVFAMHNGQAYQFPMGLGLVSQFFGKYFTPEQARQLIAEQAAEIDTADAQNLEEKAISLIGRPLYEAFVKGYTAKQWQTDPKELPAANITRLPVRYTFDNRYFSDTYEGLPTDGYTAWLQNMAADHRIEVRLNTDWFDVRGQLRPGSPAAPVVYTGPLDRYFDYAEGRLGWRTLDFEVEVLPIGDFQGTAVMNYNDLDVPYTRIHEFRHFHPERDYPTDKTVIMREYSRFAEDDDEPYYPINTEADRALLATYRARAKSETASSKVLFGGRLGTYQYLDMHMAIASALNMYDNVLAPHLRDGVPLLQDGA
# TcdB GH inh – blocks C. difficile toxin B glycohydrolase activity; P18177; TcdB glycohydrolase enzymatic assay, plate reader; inhibition, % at 9.99 µM; actives 0.24% (n = 350,000); AID 652162; in the data active = inhibition above about 10%
# BioA inh – inhibitors of Mycobacterium tuberculosis BioA enzyme | purified M. tuberculosis BioA enzyme, plate reader | inhibition, % at 9.99 µM | actives 0.096% (n = 360,000); in the data active = inhibition above about 40%; inconclusive = no clear call, values can overlap the other calls
# FadD28 FP inh – blocks FadD28 binding to the bisubstrate probe | fluorescence polarization | inhibition, % at 12.5 µM | actives 0.22% (n = 360,000) | AID 588549; in the data active = inhibition above about 8.5%, passing the limit was not always enough; inconclusive = no clear call, values can overlap the other calls
# Mtb FBA inh – inhibitors of M. tuberculosis fructose-bisphosphate aldolase; P9WQA3; actives 2.3% (n = 360,000); purified M. tuberculosis FBA, fluorescence read-out; inhibition, % at 1 µM; in the data active = inhibition above about 27%;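 also: 0% = vehicle and 100% = reference inhibitor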
# Target sequence (P9WQA3 whole entry, looked up): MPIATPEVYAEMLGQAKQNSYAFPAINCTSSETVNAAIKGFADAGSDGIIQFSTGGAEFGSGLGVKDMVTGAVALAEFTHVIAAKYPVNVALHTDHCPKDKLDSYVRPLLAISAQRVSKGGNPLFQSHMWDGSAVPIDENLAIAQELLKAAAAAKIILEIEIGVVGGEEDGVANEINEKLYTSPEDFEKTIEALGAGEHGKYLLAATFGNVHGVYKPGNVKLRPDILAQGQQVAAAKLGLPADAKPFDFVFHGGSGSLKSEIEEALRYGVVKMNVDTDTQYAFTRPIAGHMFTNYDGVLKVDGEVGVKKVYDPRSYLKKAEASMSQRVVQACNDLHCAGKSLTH
# GDH-TPI inh – GDH-TPI coupled enzyme inhibition counter-screen; GDH-TPI coupled enzyme counterscreen, NADH absorbance; inhibition, % at 4.8 µM; actives 1.2% (n = 360,000); in the data active = inhibition above about 30%;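 also: 0% = DMSO wells and 100% = wells lacking the enzyme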
# BH1578 lux ind – induces V. cholerae light production without autoinducers | actives 0.16% (n = 350,000) | V. cholerae BH1578 lux reporter, luminescence, 6 h | activation, % at 18.7 µM; in the data active = activation mostly above about 9.7%, no sharp cut-off; inconclusive = no clear call, values can overlap the other calls; inactive = mostly below about 3.7%; also: not every result past the cut was called active; inactives centre near 0; reference of the scale not given here
# PfHsp40 rescue – rescue of PfHsp40-mediated yeast toxicity | AID 504582 | growth rescue, % at 12.5 µM | actives 0.68% (n = 340,000) | S. cerevisiae expressing PfHsp40, growth rescue, ATP luminescence; in the data active = growth rescue above about 28%, passing the limit was not always enough; inconclusive = no clear call, values can overlap the other calls;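 also: yeast W303a lacking pdr1 and pdr3 grown in galactose medium; growth measured after three days at 30 °C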
# * marks the source's active call; other numbers are inactive results; i = inactive; u = inconclusive; x = not tested or not shown; + = active, no number; & = joins results of further samples. This is a random part of the collection (roughly 4.6% active in at least one column).
SMILES,Y pestis TopoI,UGM FP inh,TcdB GH inh,BioA inh,FadD28 FP inh,Mtb FBA inh,GDH-TPI inh,BH1578 lux ind,PfHsp40 rescue
O=C(COC(=O)c1cc(F)cc(F)c1)Nc1cccnc1Cl,8.5,-1.0,-0.3,x,-4.4,3.0,12.8,-0.2,-1.1
CC(CC(=O)Nc1ccc(S(=O)(=O)N2CCOCC2)cc1)c1ccccc1 (stereo unspecified),-11.6,1.4,-0.2,-0.1,-6.0,-3.8,-9.9,-0.4,0.7
OC(Cc1ccncc1)(c1ccccc1)c1ccccc1,6.5,-0.7,1.1,-0.5,-4.1,-1.5,-1.7,-0.5,0.6
Cc1ccc(NC(=O)CC2S/C(=N/N=C/c3ccco3)NC2=O)cc1Cl (stereo unspecified),-3.7,-1.7,1.6,x,0.2,-0.9,24.5,i,-0.2
Nc1n[nH]c2cccc(Cl)c12,-1.8,-1.7,1.6,x,-1.3,1.4,0.4,i,5.0
CC(=Nc1ccc2c(c1)CCC2)c1c(O)n(-c2ccccc2)c(=O)[nH]c1=O,1.5,3.9,-1.3,x,-3.7,0.8,10.2,-1.2,-0.7
CC(C)(C)c1ccc(/C=N/OCC(=O)NCc2ccccc2)cc1,32.3,-2.1,2.0,2.2,-3.2,-1.1,-3.2,i,5.0
Oc1oc(C=Nc2ccc(F)cc2F)c2ccccc12,0.0,3.7,0.9,x,-3.5,-0.8,6.7,i,-0.2
CCCCCC(=O)Nc1cccc(C2=NOC3(C2)C[C@H](C(N)=O)N(C(=O)[C@H]2CCC(=O)N2)C3)c1 (stereo partly specified),-13.3,-2.0,0.1,0.9,-2.6,-2.8,-4.3,i,0.9
CN1C(=O)C(O)(CC(=O)c2cccs2)c2ccccc21 (stereo unspecified),4.2,-0.1,0.8,x,-0.8,3.1,-1.2,0.0,-0.2

# Two entries picked at random from the list so far:
SMILES,Y pestis TopoI,UGM FP inh,TcdB GH inh,BioA inh,FadD28 FP inh,Mtb FBA inh,GDH-TPI inh,BH1578 lux ind,PfHsp40 rescue
CN1C(=O)C(O)(CC(=O)c2cccs2)c2ccccc21 (stereo unspecified),4.2,-0.1,0.8,x,-0.8,3.1,-1.2,0.0,-0.2
Nc1n[nH]c2cccc(Cl)c12,-1.8,-1.7,1.6,x,-1.3,1.4,0.4,i,5.0

# Continuation:
SMILES,Y pestis TopoI,UGM FP inh,TcdB GH inh,BioA inh,FadD28 FP inh,Mtb FBA inh,GDH-TPI inh,BH1578 lux ind,PfHsp40 rescue
COc1ccc(NC(=O)N(C)C[C@H]2OCCCC[C@H](C)Oc3ccc(NS(=O)(=O)c4cn(C)cn4)cc3C(=O)N([C@H](C)CO)C[C@@H]2C)cc1,21.4,x,1.5&0.4,1.5&2.0,-12.8,-2.5,-0.9,-0.2,x
Cn1nccc1NC(=O)Nc1cccc(Cl)c1Cl,-2.1,-1.6,-6.6,x,-3.0,0.2,8.0,-0.6,0.4
CN(CCOc1ccc(Cl)cc1)C(=O)c1cc([N+](=O)[O-])ccc1N1CCOCC1,20.5,0.1,-0.2,1.6,-2.8,-3.3,11.8,i,-0.6
C/C=C/C=C\C(=O)Nc1cccc(C2=NOC3(C2)C[C@@H](C(N)=O)N(C(=O)c2cc([N+](=O)[O-])cc([N+](=O)[O-])c2)C3)c1 (stereo partly specified),-4.4,0.0,-1.6,0.9,-4.0,0.6,4.8,-0.9,0.5
NC(CC(=O)O)c1ccc(F)cc1 (stereo unspecified),5.8,-0.6,x,x,-1.3,4.2,3.0,-0.4,-1.6
COCCNC(=O)CN1C2CCC1CC(O)(c1cccnc1)C2 (stereo unspecified),-5.0,-0.9,-1.6,-0.8,-5.1,1.4,-9.6,-0.6,-0.5
Cn1c(N)c(C(=O)COC(=O)COc2ccc(Cl)cc2)c(=O)n(C)c1=O,2.0,1.2,-0.2,-0.6,-1.3,-1.9,-4.0,8.0,-0.5
Cc1ccc(C)c(CN2CCCNC2=O)c1,-2.0,0.7,x,-1.3,1.1,-0.4,14.0,i,-0.4
O=C(CN1C(=O)NC2(CCCCCC2)C1=O)c1ccc(Cl)cc1,5.6,-2.7,1.4,-0.3,-1.1,4.5,-2.5,i,-1.5
COc1ccc(CN2CCCC(CO)(Cc3cccc(Cl)c3)C2)cc1OC (stereo unspecified),1.4,0.8,1.5,1.4,-6.3,0.8,2.6,-0.4,-0.2
Cc1nc2c(c(C)c1C#N)C(=O)c1ccccc1-2,-0.3,-1.7,-0.8,x,-2.4,-0.2,-6.0,i,-0.3
O=C(CCN1CCCO1)N1CCCC(N2CCN(c3ccccc3F)CC2)C1 (stereo unspecified),-3.6,1.4,0.0,-2.7,-0.4,3.9,15.5,i,3.0
CC1CN(C(=O)c2cccc(S(=O)(=O)N3CCOCC3)c2)CC(C)O1 (stereo unspecified),-0.6,1.5,x,-1.7,-1.0,-0.7,12.5,-7.1,-1.4
O=C(c1ccccn1)N(Cc1cc2ccccc2[nH]c1=O)C1CCCCC1,2.4,0.9,x,-1.3,0.0,+,10.4,-0.5,0.3
COc1cccc(/C=C(/C(=O)OCC(=O)NC2CCCC(C)C2C)c2ccccc2)c1 (stereo unspecified),59.7*,-0.3,x,x,-1.2,0.5,7.2,-2.1,1.8
CCOc1ccc(S(=O)(=O)/N=C(/Nc2ccc(C)c(S(=O)(=O)N3CCOCC3)c2)c2ccccc2)cc1,4.9,3.0,0.9,1.4,x,-0.3,-1.8,i,0.6
COc1ccc(-c2nnn(CC(=O)N(Cc3cccs3)C(C)C(=O)NCCC(C)C)n2)cc1OC (stereo unspecified),33.3,4.9,x,x,-4.8,-0.7,-9.9,i,-0.2
CC(=O)Oc1ccc(Cl)cc1/C=C/c1ccc2ccccc2n1,-1.7,0.6,x,x,0.1,8.0,17.9,-0.2,10.9
O=C(COC(=O)c1ccc([N+](=O)[O-])o1)NC12CC3CC(CC(C3)C1)C2,-9.0,0.9,1.2,0.0,1.0,-0.1,7.7,i,364.3*
Cc1ccc(SCCC(=O)OCC(=O)NCC2CCCCC2)cc1,2.5,-1.9,0.5,x,-1.3,-3.0,1.9,i,-0.1
NNC(=O)c1cnn(Cc2ccccc2)c1N,-1.2,0.3,x,0.4,-2.0,0.9,5.7,i,-0.1
Cc1cccc(OCC(=O)Nc2cccc(-c3nnc(-c4ccccc4)o3)c2)c1C,5.9,1.6,x,-1.1,-3.5,0.5,4.1,i,-0.2
COC(=O)c1c(NC(C)=O)sc(Cc2ccccc2)c1C,13.6,2.6,x,0.5,-1.9,1.1,11.8,-1.3,-0.6
CCOC(=O)c1c(NC(=O)CSc2nc3ccc(OC)cc3[nH]2)sc2c1CC(C)(C)NC2(C)C,10.9,-0.4,0.5,7.9,-4.2,4.8,6.0,i,-0.5
COc1ccc2nc(Nc3ccc4c(c3)OCO4)sc2c1,-7.1,0.7,x,-2.6,0.9,4.7,9.4,-5.0,-2.1
O=C1C=C(c2ccnc3cc(Cl)ccc23)C[C@@H](c2ccc3c(c2)OCO3)C1,-0.6,-2.6,-9.0,-0.6,-3.5,0.6,1.3,i,1.8
N#Cc1nc(-c2cccc3ccccc23)oc1N1CCCCC1,-2.7,3.7,x,-1.4,-0.6,4.4,11.4,-0.5,-0.1
CC(=NCCN1CCOCC1)C1=C(O)c2ccccc2C1=O,-2.1,0.3,x,1.6,1.2,5.6,7.2,-1.3,0.1
O=C(Cc1ccc(Br)cc1)OCC(=O)c1ccc2c(c1)OCCO2,-13.6,-0.7,x,-4.3,-1.1,-0.8,15.6,0.6,0.9
CCCNC(=O)C1(C)CCCN(Cc2ccc(-n3ccnc3)cc2)C1 (stereo unspecified),4.0,x,0.3,3.3,-1.2,-2.8,1.8,-1.1,x
CC(=O)NC/C(C)=N\Nc1ccc([N+](=O)[O-])cc1,2.1,0.3,x,x,-4.8,-4.0,8.1,-0.2,0.5
CNC(=O)Nc1ccccc1C(=O)Nc1ccccc1,4.2,-0.4,-2.9,-0.1,-1.3,1.7,0.0,-0.5,-0.3
O=C(C1=C(O)C(=O)N(CCOCCO)C1c1cccc([N+](=O)[O-])c1)c1cccs1 (stereo unspecified),-2.7,-1.3,1.0,x,-1.4,-0.3,12.3,-0.6,-0.8
c1ccc(CNc2cccnc2)cc1,-5.3,x,-0.6,-0.1,-3.0,0.1,-2.6,i,x
Cc1ccc(S(=O)(=O)N2CCOCC2)cc1NC(=O)COC(=O)c1ccc(Cl)s1,15.6,-1.8,0.5,-0.8,-3.5,-2.5,-1.3,-7.1,0.0
Cc1ccc(NC2CCCN(C(=O)c3cn(C)c4ccccc34)C2)cc1C (stereo unspecified),17.5,1.6,1.4,1.4,-2.5,-2.4,-3.5,i,-1.9
COc1ccc2cc(C(C)=O)c(=O)oc2c1,-1.0,-0.1,x,3.0,-0.6,3.8,11.1,-0.2,1.6
CCS(=O)(=O)N1N=C(c2ccccc2)CC1c1ccc2nccnc2c1 (stereo unspecified),23.3,1.2,x,0.5,0.8,0.9,12.3,-0.2,-0.1
O=C(c1ccc(Cl)cc1)N1CCN(c2cccc3[nH]ccc23)CC1,10.2,-1.0,6.3,x,0.1,7.1,-1.1,-0.7,u
CCN(CC)CCCn1c(=S)[nH]c2ccccc2c1=O,6.9,-1.7,x,-1.0,-4.2,-5.5,-11.9,-13.3,-1.9
CCn1cc(C(=O)Nn2cnnc2)c(=O)c2ccc(C)nc21,13.4,-5.3,0.6,-0.6,-1.1,-0.2,9.9,2.0,0.7
CN1C(=O)C(=O)N(CC(=O)N2CCc3ccccc32)C1=O,2.0,-0.6,x,-1.5,-2.2,3.9,14.4,1.5,0.1
CC1(C(=O)NS(=O)(=O)c2ccc(C#N)cc2)CCN1C(=O)Cc1ccc(-c2ccccc2)cc1 (stereo unspecified),-8.6,x,-1.0,-1.9,-4.0,-1.5,-0.9,0.0,x
CS(=O)(=O)N(CC(=O)N1CCCC1)Cc1ccc(F)cc1,0.2,-1.7,0.7,-0.2,-3.2,0.3,-14.3,0.4,-1.4
CCc1ccc(OCC(=O)Nc2ccncc2)c(Br)c1,0.8,0.0,0.8,9.5,-2.2,-0.5,14.3,i,0.4
COc1cccc(C(=O)OCC(=O)NCCNC(=O)COC(=O)c2cccc(OC)c2OC)c1OC,-0.4,1.3,0.2,-2.0,0.2,5.2,0.7,i,1.7
COc1ccc(S(=O)(=O)N2CCCCC2)cc1NC(=O)C1CCCO1 (stereo unspecified),5.3,-1.9,-0.4,x,1.2,1.5,-3.8,i,0.0
CC(=O)Nc1ccc(NS(=O)(=O)c2cccc3nonc23)cc1,-3.6,-0.9,0.5,-0.8,0.4,4.5,0.8,-0.2,0.3
CC(=O)N(c1c(C)n(C)n(-c2ccccc2)c1=O)C1(C(=O)NC2CCCC2)CCCCC1,-6.0,-3.0,x,0.4,-2.2,-8.4,2.7,i,0.3
COC(=O)CCC(=O)NC(=S)Nc1ccc(S(=O)(=O)N2CCCC2)cc1,1.1,2.1,-0.9,x,-3.5,-0.8,-3.5,-0.3,-1.5

# Going on with the list:
SMILES,Y pestis TopoI,UGM FP inh,TcdB GH inh,BioA inh,FadD28 FP inh,Mtb FBA inh,GDH-TPI inh,BH1578 lux ind,PfHsp40 rescue
CNC[C@@H]1Oc2ccc(NC(=O)Nc3ccccc3)cc2C(=O)N([C@@H](C)CO)C[C@H]1C,-1.6,3.5,-0.7&5.2,-1.6&-0.2,-0.7,-0.8,7.2,1.2,-0.7
COC(=O)CN1C(c2ccc(OC)cc2)=Nc2ccc(Cl)cc2C1c1ccccc1 (stereo unspecified),31.1,1.0,x,x,-21.7,-0.6,9.4,-0.4,5.8
O=C(O)CCn1c(=S)n(CCC(=O)O)c2ccccc21,-3.2,0.7,0.4,0.7,-0.6,1.6,11.7,i,0.1
O=c1c2ccccc2nc(/C=C/c2ccccc2)n1CCCO,3.8,-1.4,0.8,0.3,-4.0,1.2,35.0*,i,3.5
CCOc1ccc(N(CC(=O)NCCSCc2ccco2)S(=O)(=O)c2ccc(F)cc2)cc1,32.7,-0.5,-0.7,-0.1,-5.1,-0.9,1.4,-0.6,3.8
COc1ccc(NC(=O)Nc2cccc(F)c2)c(OC)c1,-15.3,-0.6,1.2,-2.1,0.2,4.7,7.5,-0.5,-0.6
c1ccc2c(c1)CCCC2C1=NCCN1 (stereo unspecified),-2.5,0.0,0.4,0.2,-1.3,-1.4,1.4,i,1.0

# Bioassay records as filed in PubChem BioAssay.
